Compound activity deposited in PubChem by The Scripps Research Institute Molecular Screening Center.
GPR151 activ: human GPR151 activation; PathHunter beta-arrestin GPR151 cells, luminescence; activation, % at 11.2 µM; actives 1% (n = 650,000); AID 1508602; in the data active = activation above about 4.9%;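 also: 0% = median of compound wells and 100% = cells with positive control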
FBW7 activator: human FBW7 E3 ligase activation, primary screen. Q969H0. AlphaScreen FBW7–phospho-cyclin E peptide binding, activator screen. normalized activity (activation), % at 26.1 µM. actives 0.13% (n = 650,000). AID 1259310; in the data active = normalized activity above about 1.9%;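 also: purified mutant Fbw7 with reduced substrate affinity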
Target sequence (Q969H0 whole entry, looked up): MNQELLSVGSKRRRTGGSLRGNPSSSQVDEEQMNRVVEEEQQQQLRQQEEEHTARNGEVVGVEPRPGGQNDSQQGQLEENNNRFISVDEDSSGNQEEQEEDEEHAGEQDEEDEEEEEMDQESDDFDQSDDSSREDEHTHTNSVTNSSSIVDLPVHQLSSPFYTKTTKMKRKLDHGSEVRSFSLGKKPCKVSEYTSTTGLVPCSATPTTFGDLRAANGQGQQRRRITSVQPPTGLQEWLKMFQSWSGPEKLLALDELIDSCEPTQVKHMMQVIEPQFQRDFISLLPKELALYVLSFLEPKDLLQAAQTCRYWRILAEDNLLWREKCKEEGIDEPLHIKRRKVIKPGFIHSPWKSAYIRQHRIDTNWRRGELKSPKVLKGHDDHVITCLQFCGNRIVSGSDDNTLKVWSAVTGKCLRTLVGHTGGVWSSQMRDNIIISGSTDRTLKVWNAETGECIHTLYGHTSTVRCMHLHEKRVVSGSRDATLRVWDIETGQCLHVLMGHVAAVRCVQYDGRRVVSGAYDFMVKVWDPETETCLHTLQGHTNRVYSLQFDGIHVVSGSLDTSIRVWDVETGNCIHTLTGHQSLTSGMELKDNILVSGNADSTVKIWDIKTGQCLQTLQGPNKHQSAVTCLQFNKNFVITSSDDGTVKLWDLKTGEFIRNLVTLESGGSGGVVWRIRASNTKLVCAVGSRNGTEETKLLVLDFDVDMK
TEAD-YAP inh: TEAD-YAP interaction inhibition; HEK-TIYL cells, TEAD-Gal4/YAP UAS-luciferase luminescence; inhibition, % at 9.12 µM; actives 1.4% (n = 640,000); in the data active = inhibition above about 32%;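 also: 0% = median of test compound wells and 100% = reference inhibitor wells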
MITF primary: inhibitors of human MITF; O75030; AlphaScreen MITF homodimerization, bead proximity signal; inhibition, % at 2.6 µM; actives 0.91% (n = 650,000); AID 1259374; in the data active = inhibition above about 50%;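 also: 0% = vehicle wells with protein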
* hit, by the source's call.

SMILES | GPR151 activ | FBW7 activator | TEAD-YAP inh | MITF primary
CC(C)C[C@H]1NC(=O)[C@H]2CN(C(=O)c3ccccc3Cl)CCN2C1=O | 0.9 | -0.1 | -3 | -1
CSc1ccc(CN2CCC3(CCC(CNC(=O)C4CCOCC4)O3)CC2)cc1 (stereo not drawn) | -0.8 | -0.2 | 6 | 3
Cc1ccc(-n2nnnc2CN2CCN(C(=O)NC3CCCCC3)CC2)cc1 | 0.5 | 0.9 | 6 | 24
COC(=O)c1ccc(/C=C2\SC(=S)N(c3ccc(O)c(C(=O)O)c3)C2=O)cc1 | 0.1 | 0.8 | 10 | 3
COc1ccc(-c2nc3c(=O)n(C)c4ccccc4c3o2)cc1 | 3.3 | 0.0 | 9 | 1
Cc1ccc(NC(=O)c2ccc(F)c(S(=O)(=O)NCCc3ccccc3)c2)cc1F | 2.2 | -0.1 | 1 | 10
O=C(CSc1cccc2cccnc12)Nc1cc(C(=O)O)cc(C(=O)O)c1 | 0.5 | -0.4 | 1 | 2
COc1cccc(OC)c1C(=O)Nc1nnc(-c2cccs2)s1 | -0.4 | 0.0 | -3 | -1
COc1ccc(CCNC(=O)CSc2nc3ccccc3c(=O)n2CCc2ccc(OC)c(OC)c2)cc1OC | 0.4 | 0.0 | 6 | -4
Cc1cnc(C)c(-c2ccc3c(c2)CC(CNC(=O)c2c(C)noc2C)O3)n1 (stereo not drawn) | -0.4 | -0.1 | 6 | -3
Cc1cc(S(=O)(=O)N2CCN(C(c3ccccc3)c3ccccc3)CC2)ccc1Cl | 0.4 | 0.0 | 8 | 12
CN(Cc1ccccc1)C(=O)c1ccc2c(c1)NC(=O)C(CS(=O)(=O)Cc1ccccc1Cl)N2 (stereo not drawn) | 1.6 | -0.2 | 0 | -3
COc1cccc(CN2CCNC(=O)C2CC(=O)N2CCN(C3CCCC3)CC2)c1 (stereo not drawn) | 1.0 | 0.0 | 8 | 2
CCN1CCCC1CNc1nncc(-c2ccc(OC)cc2)n1 (stereo not drawn) | -0.5 | 0.1 | 12 | 3
CCCCn1c(CNC(=O)c2cccs2)nnc1SCC(=O)Nc1sc2c(c1C(=O)OCC)CCC2 | -0.5 | -0.1 | 4 | -8
O=C(CCC(=O)OCC(F)(F)C(F)F)Nc1ccccc1F | 0.3 | 0.1 | 10 | -4
COc1ccccc1N1CCN(c2ncc(C(=O)N3CCN(c4ccc(F)cc4)CC3)c3ccccc23)CC1 | 1.7 | 0.1 | 9 | 12
COc1ccc(C2C(C(=O)Nc3cc(Cl)ccc3OC)c3ccccc3C(=O)N2c2ccc(OC)cc2)cc1 (stereo not drawn) | -1.0 | -0.1 | 1 | -1
Nc1nc2ccccc2n1C(=O)c1ccc(Cl)cc1 | -7.6 | -0.5 | 71* | 1
COC(=O)c1c(OCC2CCCCO2)cc(=O)n2c1CCN(C/C=C/c1ccco1)CC2 (stereo not drawn) | -1.1 | -0.1 | -9 | 6
COc1cccc(N(Cc2nnc3n2CCCCC3)C(=O)Nc2ccccc2)c1 | -0.7 | 0.0 | 0 | 12
COc1ccc([N+](=O)[O-])cc1NC(=O)c1c(C)nn(-c2ccccc2)c1Cl | 0.1 | 0.1 | 0 | 1
CC1CCC(C(=O)NC(C(=O)NCc2cccnc2)C(C)C)CC1 (stereo not drawn) | -0.6 | -0.1 | 2 | 7
O=C(Nc1ccccc1I)C1CC(=O)N(c2ccccc2)C1 (stereo not drawn) | 0.0 | -0.3 | -1 | 2
O=C1CCC(CCC(=O)N2CCN(C(=O)c3cccs3)CC2)(Cc2ccccc2)N1 (stereo not drawn) | 0.7 | 0.1 | -40 | 4

Following part.
SMILES | GPR151 activ | FBW7 activator | TEAD-YAP inh | MITF primary
CCN(Cc1nc(-c2ccc(Cl)cc2)no1)C(=O)NC1CCCCC1 | -2.5 | 0.7 | -2 | -5
CC(=O)Nc1sc(C)nc1-c1ccccc1 | 1.0 | -0.1 | 2 | 0
N#Cc1ccc(-c2cccc(C(F)(F)F)c2)o1 | 0.8 | 0.3 | 7 | 17
CC(C)CCNc1nc2ccccc2c2nc(-c3ccncc3)nn12 | -0.3 | 0.0 | -11 | -7
CC(=O)Nc1ccc(N=c2ssc3c2-c2cc(C)ccc2NC3(C)C)cc1 | 0.0 | -0.2 | 13 | 4
Cc1ccc(N2C(=O)c3cccc4c(N5CCCCC5)ccc(c34)C2=O)cc1 | 0.1 | -0.1 | -5 | 7
CCOC(=O)CSc1nc2c(sc(=S)n2-c2ccccc2)c(=O)n1-c1ccccc1OC | 1.1 | 0.2 | 0 | 0
O=S(=O)(NCc1nc(-c2ccncc2)n[nH]1)c1ccc(Cl)cc1 | 0.7 | -0.1 | -9 | 3
COc1ccc(N(CC(=O)N2CCC(Cc3ccccc3)CC2)S(C)(=O)=O)cc1 | -0.4 | 0.2 | 8 | 2
COc1ccc(C(=O)N2CCC(Cc3ccccc3)CC2)cc1OC | 0.4 | 0.0 | 0 | 11
COc1ccc(-n2ccnc2SCC(=O)N2CCc3ccccc32)cc1 | -1.2 | 0.0 | 2 | 25
COc1ccc(/C=C(\C#N)c2nc3ccccc3n2C)cc1 | 0.3 | 0.0 | -27 | 4
CC1(C)Cc2noc(N)c2C(C)(C)N1O | -0.6 | 0.0 | 1 | 0
O=C(NCc1ccccn1)C(=O)Nc1c(F)cc(F)cc1Br | 1.4 | -0.2 | 4 | 6
O=[N+]([O-])CC(SCCO)c1ccc(O)cc1 (stereo not drawn) | -1.8 | 0.5 | 0 | -6
FC(F)(F)Oc1ccc(-c2cnc(NCc3cccnc3)c3nccn23)cc1 | -0.3 | -0.1 | -13 | -1
COc1ccc(CN2C(=O)C(=O)c3cc(Br)cc(C)c32)cc1 | -1.1 | -0.2 | -6 | 0
CC(C)(C)C(=O)NC1(C(F)(F)F)NC(=O)N(Cc2ccccc2)C1=O (stereo not drawn) | 0.9 | 0.0 | 10 | 8
COc1ccccc1NC(=O)C1=C(C)NC(SCc2ccc(Cl)cc2)=C(C#N)C1c1cccs1 (stereo not drawn) | -0.4 | -0.1 | -1 | 8
Cc1ccccc1Cn1c(N)nc2ccccc21 | -1.1 | 0.1 | 27 | 13
O=C(CC(Cc1ccccc1)C(=O)O)Nc1ccccc1 (stereo not drawn) | -0.3 | -0.2 | -2 | -9
CC(C)CC(C(=O)Nc1cccc(S(N)(=O)=O)c1)N1C(=O)c2ccccc2C1=O (stereo not drawn) | 0.7 | 0.2 | 2 | -8
COc1ccc2o/c(=N\c3sc4c(c3C#N)CCCC4)c(C(N)=O)cc2c1 | -0.6 | -0.1 | -1 | -15
N#Cc1c(-c2ccc(Cl)cc2)ccn2nc(CCC(=O)O)nc12 | -2.6 | 0.6 | -1 | 11
O=c1[nH]c2nc(-c3cn[nH]c3)cnc2n1C1CCCCC1 | -1.1 | 0.3 | -7 | 15

New compounds follow
SMILES | GPR151 activ | FBW7 activator | TEAD-YAP inh | MITF primary
O=C1NC(=Nc2ccccc2Cl)S/C1=C\c1ccc(-c2ccc(F)cc2)o1 | -1.8 | -0.1 | -2 | 24
COc1ccc(CCNC(=O)c2ccc3nc(Nc4ccccc4)sc3c2)cc1 | 0.5 | 0.1 | -1 | 8
COCCN(C(=O)c1csnn1)C(C(=O)NC(C)(C)C)c1c(F)cccc1Cl (stereo not drawn) | 0.1 | 0.2 | 1 | 23
C=CCN1C(=O)C(=O)/C(=C(\O)c2ccc(Br)cc2)C1c1ccc(OC)cc1 (stereo not drawn) | -0.5 | -0.1 | -3 | -10
CCOCCCNC(=O)c1ccc2c(c1)N(Cc1cccc(Cl)c1)C(=O)CS2 | -0.6 | -0.2 | 8 | 8
NC(=O)/C(=C\c1cccc([N+](=O)[O-])c1)NC(=O)c1ccccc1Br | -0.1 | 0.3 | -1 | 35
COc1ccc(-c2cc3nc4n(c(=O)c3s2)CCC4)cc1 | -5.2 | 0.3 | 28 | 11
O=C(Nc1ccc(Cl)c(Cl)c1)N1CCN(C(=O)c2ccco2)CC1 | 1.4 | -0.1 | -10 | -4
Cc1ccc(C2C(N)C(=O)N2c2ccc(C)cc2)cc1 (stereo not drawn) | 0.3 | 0.0 | -12 | -4
CC(=O)Nc1ccc(NC(=O)c2ccccc2N(Cc2ccccc2)S(C)(=O)=O)cc1 | -0.7 | 0.3 | -2 | 14
COc1ccc2c(c1)cc(C)c1nn(CC(=O)N3CCCC3)c(=O)n12 | 0.6 | -0.2 | 2 | -6
COc1ccc(-c2ccc(C(=O)NCCc3ccccn3)c(NCC3CC3)n2)cc1 | -0.4 | 0.1 | -1 | 4
Cc1nc(NC(=O)c2ccc(-n3cccc3)cc2)sc1C(=O)N(C)C | -0.2 | -0.1 | -21 | 28
Cc1ccc(C2CC(c3cccs3)=NN2c2nc(-c3ccccc3)c3cc(Cl)ccc3n2)cc1 (stereo not drawn) | -0.4 | 0.0 | -1 | -3
CCSC1=C(C#N)C(c2ccccc2[N+](=O)[O-])C(C(=O)OC)C(=O)N1 (stereo not drawn) | -0.3 | 0.0 | 1 | 12
CCN(CC)CCN(C(=O)c1ccc(Cl)cc1)c1nc2ccccc2s1 | -1.0 | 0.0 | 2 | -2
CCn1cc(C(=O)NCc2ccccc2Cl)c(=O)c2cc(S(=O)(=O)N(C)C)ccc21 | 0.6 | 0.0 | 5 | 14
COc1cccc(C2=CC(c3cc(OC)c(OC)c(OC)c3)n3nnnc3N2)c1 (stereo not drawn) | -1.1 | 0.1 | 57* | 7
COc1ccc(CC(=O)Nc2ccc(-c3cn[nH]c3)cc2N2CCN(C)CC2)cc1 | 1.2 | 0.6 | -13 | -1
O=C(c1cccc(F)c1)N1CCN(S(=O)(=O)c2ccc3ccccc3c2)CC1 | -0.6 | 1.0 | 12 | 10
COc1cccc(-c2noc(CCCC(=O)Nc3ccccc3F)n2)c1 | -2.1 | 0.4 | 3 | 4
O=C(c1ccc([N+](=O)[O-])cc1Cl)n1cnc2ccccc21 | 1.9 | 0.1 | -2 | 0
COc1cc(N2CCOCC2)ccc1Nc1cc(Nc2ccc(F)cc2OC)c(C(F)(F)F)cn1 | 0.6 | -0.1 | -15 | 15
O=C(CSc1ncn[nH]1)Nc1ccc(S(=O)(=O)Nc2ncccn2)cc1 | -0.6 | 0.7 | -3 | -5
COc1ccc(Cl)cc1N(CC(=O)NC1CC1)S(=O)(=O)c1ccc(C)c([N+](=O)[O-])c1 | -0.1 | 0.4 | -3 | 14
Cc1ccc(NC(=O)C2(c3cccs3)CCOCC2)cc1Cl | 0.1 | 0.0 | -4 | -3
CCOC(=O)C1=C(C)NC2=C(C(=O)C(C(=O)OC)C(C)C2)C1c1ccc(OC(C)=O)c(OCC)c1 (stereo not drawn) | 0.0 | -0.1 | -2 | -5
CC(C)(C)c1nnc2c(C#N)c(N)[nH]n2c1=O | 1.8 | -0.1 | 6 | -4

Reformatted with values under each structure: part of the list above.
Every second line gives: GPR151 activ | FBW7 activator | TEAD-YAP inh | MITF primary
O=C1NC(=Nc2ccccc2Cl)S/C1=C\c1ccc(-c2ccc(F)cc2)o1
 : -1.8 | -0.1 | -2 | 24
COc1ccc(CCNC(=O)c2ccc3nc(Nc4ccccc4)sc3c2)cc1
 : 0.5 | 0.1 | -1 | 8
COCCN(C(=O)c1csnn1)C(C(=O)NC(C)(C)C)c1c(F)cccc1Cl (stereo not drawn)
 : 0.1 | 0.2 | 1 | 23
C=CCN1C(=O)C(=O)/C(=C(\O)c2ccc(Br)cc2)C1c1ccc(OC)cc1 (stereo not drawn)
 : -0.5 | -0.1 | -3 | -10
CCOCCCNC(=O)c1ccc2c(c1)N(Cc1cccc(Cl)c1)C(=O)CS2
 : -0.6 | -0.2 | 8 | 8
NC(=O)/C(=C\c1cccc([N+](=O)[O-])c1)NC(=O)c1ccccc1Br
 : -0.1 | 0.3 | -1 | 35
COc1ccc(-c2cc3nc4n(c(=O)c3s2)CCC4)cc1
 : -5.2 | 0.3 | 28 | 11
O=C(Nc1ccc(Cl)c(Cl)c1)N1CCN(C(=O)c2ccco2)CC1
 : 1.4 | -0.1 | -10 | -4
Cc1ccc(C2C(N)C(=O)N2c2ccc(C)cc2)cc1 (stereo not drawn)
 : 0.3 | 0.0 | -12 | -4
CC(=O)Nc1ccc(NC(=O)c2ccccc2N(Cc2ccccc2)S(C)(=O)=O)cc1
 : -0.7 | 0.3 | -2 | 14
COc1ccc2c(c1)cc(C)c1nn(CC(=O)N3CCCC3)c(=O)n12
 : 0.6 | -0.2 | 2 | -6
COc1ccc(-c2ccc(C(=O)NCCc3ccccn3)c(NCC3CC3)n2)cc1
 : -0.4 | 0.1 | -1 | 4
Cc1nc(NC(=O)c2ccc(-n3cccc3)cc2)sc1C(=O)N(C)C
 : -0.2 | -0.1 | -21 | 28
Cc1ccc(C2CC(c3cccs3)=NN2c2nc(-c3ccccc3)c3cc(Cl)ccc3n2)cc1 (stereo not drawn)
 : -0.4 | 0.0 | -1 | -3
CCSC1=C(C#N)C(c2ccccc2[N+](=O)[O-])C(C(=O)OC)C(=O)N1 (stereo not drawn)
 : -0.3 | 0.0 | 1 | 12
